Screens as filed in PubChem.
E-sel inducer = E-selectin induction on HUVECs; P16581; HUVEC E-selectin immunofluorescence imaging; normalized: neutral wells 0, TNF-alpha wells 100; activation, % at 7.58 µM; 260,000 tested, 0.37% active; AID 686992;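 active means mean E-selectin-positive cell signal at least 10% of the positive control, reached in at least 60% of replicates, without over 20% cell loss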;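 further: in these data hits start at about 27%; measured in HUVEC primary endothelial cells; signal is the percent of cells scored E-selectin positive by PE staining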
Target sequence (P16581 whole entry, looked up): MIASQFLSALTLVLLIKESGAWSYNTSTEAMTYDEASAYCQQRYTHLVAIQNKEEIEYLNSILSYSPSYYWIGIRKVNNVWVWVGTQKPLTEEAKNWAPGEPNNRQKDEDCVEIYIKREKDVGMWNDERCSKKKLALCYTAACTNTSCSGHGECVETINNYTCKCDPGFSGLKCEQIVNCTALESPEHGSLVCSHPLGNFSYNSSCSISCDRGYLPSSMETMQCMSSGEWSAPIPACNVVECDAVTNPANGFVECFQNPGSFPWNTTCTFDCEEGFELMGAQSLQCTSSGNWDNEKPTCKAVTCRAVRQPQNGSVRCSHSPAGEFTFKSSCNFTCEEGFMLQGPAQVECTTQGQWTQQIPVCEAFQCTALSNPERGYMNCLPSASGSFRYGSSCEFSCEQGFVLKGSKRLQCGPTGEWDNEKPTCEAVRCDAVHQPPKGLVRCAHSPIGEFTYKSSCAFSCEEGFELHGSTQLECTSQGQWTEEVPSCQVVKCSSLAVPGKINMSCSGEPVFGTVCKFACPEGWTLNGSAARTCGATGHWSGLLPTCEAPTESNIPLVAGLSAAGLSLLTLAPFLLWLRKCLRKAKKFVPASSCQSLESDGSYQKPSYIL
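Read-out: % PE-positive cells | Test system: HUVEC | Doses: One compound dose added by pin transfer | Buffer or medium: EGM-2 over gelatin coat | Signal: Immunofluorescence imaging | Benchmarks: TNF-alpha, DMSO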
PglD DTNB = inhibitors of Campylobacter jejuni PglD acetyltransferase | purified PglD enzyme, DTNB colorimetric CoA detection | inhibition, % at 12.5 µM | 360,000 tested, 0.098% active; in the data active means inhibition above about 16%, passing the limit was not always enough; further: strong numbers were not always called active
RAD54 branch = RAD54 (human) branch migration inhibition; Q92698; RAD54 Holliday junction branch migration, FAM/BHQ fluorescence; inhibition, % at 10.4 µM; AID 602329; 360,000 tested, 0.14% active;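 active means mean normalized replicate activity at least 40 and at least half of replicates scoring 40 or more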;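 further: 0% = median of neutral control wells and 100% = median of positive control wells; inhibitors cause a drop in the FAM fluorescence signal; in these data hits start at about 50%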
esBAF inh = inhibitors of esBAF chromatin remodeling in mouse ES cells | reporter increase, % at 12.5 µM | Bmi1-luciferase knock-in reporter, 24 h; 100% = twice the neutral-well signal | 350,000 tested, 2% active; in the data active means activation above about 40%;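 further: 0% = median of the plate's neutral control wells and 100% = double that signal; a rise in the Bmi1 reporter signal indicates esBAF inhibition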
RAD52 anneal inh = inhibitors of human RAD52 DNA annealing; recombinant RAD52 DNA annealing, FRET fluorescence; inhibition, % at 18.7 µM; 360,000 tested, 0.46% active; AID 651710;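 active means every replicate showing at least 50% inhibition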
Target sequence (P43351 whole entry, looked up): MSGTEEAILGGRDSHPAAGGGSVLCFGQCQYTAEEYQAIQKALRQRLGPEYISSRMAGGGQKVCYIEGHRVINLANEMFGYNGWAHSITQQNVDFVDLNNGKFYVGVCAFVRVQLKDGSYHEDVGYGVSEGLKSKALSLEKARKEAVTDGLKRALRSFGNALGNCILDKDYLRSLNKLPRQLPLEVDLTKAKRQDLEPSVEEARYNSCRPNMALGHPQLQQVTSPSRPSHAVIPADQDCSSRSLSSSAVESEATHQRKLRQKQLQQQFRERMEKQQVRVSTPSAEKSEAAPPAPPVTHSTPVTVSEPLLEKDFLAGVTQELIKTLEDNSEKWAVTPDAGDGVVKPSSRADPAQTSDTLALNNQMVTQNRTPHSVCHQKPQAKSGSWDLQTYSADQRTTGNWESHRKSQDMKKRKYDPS
Casp6 inh = blocks human caspase-6 cleavage activity | 350,000 tested, 0.53% active | inhibition, % at 12.5 µM | AID 686996 | purified caspase-6, Z-VEID-R110 cleavage fluorescence;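 active means mean inhibition across replicates at least about 35%, with every replicate also reaching that limit, limit read from the data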;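 further: 0% = median of neutral control wells and 100% = no fluorescence left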
ARNT-TACC3 inh = ARNT/TACC3 interaction disruption. Q9Y6A5. AlphaScreen His-ARNT PAS-B/GST-TACC3 binding, luminescence; TACC3 fragment carries E629A point mutation. inhibition, % at 9.99 µM. 390,000 tested, 0.66% active. AID 623870;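 active means mean inhibition of replicates at least 50% and at least half of replicates each reaching 50%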;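 further: 0% = complete ARNT plus TACC3 wells and 100% = ARNT alone without TACC3; many hits fall short of the cut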
ERp5 inh = blocks human ERp5 reductase activity on insulin | inhibition, % at 9.99 µM | Q15084 | 350,000 tested, 0.05% active | ERp5 insulin aggregation, absorbance 650 nm, 90 min;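 active means mean replicate inhibition above about 25%, with every replicate also reaching it, limit read from the data, passing the limit was not always enough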
The depositor's hits bear a star; . = no result given; & = joins results of further samples.

Every second line gives: E-sel inducer, PglD DTNB, RAD54 branch, esBAF inh, RAD52 anneal inh, Casp6 inh, ARNT-TACC3 inh, ERp5 inh
CCCN1C(=O)/C(=C/c2ccc(OCc3ccc(C(=O)O)cc3)c(OC)c2)NC1=S
    0.8, -17, -9, ., -26, 5, ., 0
COc1ccc(-c2cn(CCO)c(-c3ccc(Cl)nc3)n2)cc1
    0.1, 0, 9, -5, -8, -5, 0, -3
C[C@@H]1CCCCO[C@@H](CN(C)S(=O)(=O)c2cn(C)cn2)[C@@H](C)CN([C@@H](C)CO)C(=O)c2cc(NC(=O)c3ccccc3)ccc2O1
    -0.1, 1, 3, -3, 1, 0, -11, 1
COc1ccc(OC)c(NCc2nnc(-c3ccccc3)o2)c1
    ., -1, -2, 2, -8, 0, 3, 1
CC(=O)N1c2ccc3ccccc3c2C(C)CC12CCCCC2 (centres undefined)
    ., -2, -3, -2, ., ., -4, .
Cc1cccc(NC(=O)NCC(c2ccc(F)cc2)N2CCN(C)CC2)c1 (centres undefined)
    1.7, 0, -11, 6, -5, -7, 2, 5
C[C@@H]1CN([C@@H](C)CO)C(=O)c2cccc(NS(C)(=O)=O)c2O[C@@H]1CN(C)C(=O)Nc1cccc2ccccc12
    -4.0, -1, -7, -7, -4, -1, 16, -6
CSc1ccc(CN2CCc3c([nH]c4ccccc34)C2)cc1
    1.9, -2, -1, -11, -13, -5, 4, 5
C[C@H]1CN([C@@H](C)CO)C(=O)c2cccc(NC(=O)CCCCCC(=O)Nc3ccccc3N)c2O[C@@H]1CN(C)Cc1ccc2c(c1)OCO2
    -6.1, 2, 0, 8, -7, 2, 20, 8
CCc1nnc(NC(=O)CCc2c[nH]c3ccccc23)s1
    0.1, -3, -7, 2, -16, 2, 0, 3

Exported as tab-separated lines: entries from further up.
SMILES	E-sel inducer	PglD DTNB	RAD54 branch	esBAF inh	RAD52 anneal inh	Casp6 inh	ARNT-TACC3 inh	ERp5 inh
COc1ccc(-c2cn(CCO)c(-c3ccc(Cl)nc3)n2)cc1	0.1	0	9	-5	-8	-5	0	-3
CCc1nnc(NC(=O)CCc2c[nH]c3ccccc23)s1	0.1	-3	-7	2	-16	2	0	3

(cont.)
Every second line gives: E-sel inducer, PglD DTNB, RAD54 branch, esBAF inh, RAD52 anneal inh, Casp6 inh, ARNT-TACC3 inh, ERp5 inh
Cc1ccc(S(=O)(=O)N2CCC(C(=O)NC3CC(C)(C)NC(C)(C)C3)CC2)cc1C
    0.1, -4, -7, -2, 14, 1, -8, 4
COc1ccccc1-c1nc(C#N)c(N2CCN(c3cccc(Cl)c3)CC2)o1
    ., 4, 3, 2, -17, 1, 17, 2
O=C1CCC/C(=N\NC(=O)c2ccc(COc3ccccc3-c3ccccc3)cc2)C1
    8.4, -6, -5, -15, -16, 2, 0, 3
COc1ccc(CCNC(=O)CCC(=O)Nc2ccc3nc(N4CCN(C)CC4)cc(C)c3c2)cc1OC
    ., 0, 4, -2, -6, -6, -10, 5
COc1cccc(-c2nc(NC(C)C)c3ccccc3n2)c1O
    ., 2, 2, -1, ., ., 20, .
CC12CCC(C(=O)N(NC(=O)c3ccc(O)cc3)C1=O)C2(C)C (centres undefined)
    ., -3, 3, 8, -2, -4, -10, 1
C[C@H]1CN([C@@H](C)CO)C(=O)c2cccc(NS(=O)(=O)c3ccccc3)c2O[C@H]1CN(C)S(=O)(=O)c1ccccc1
    1.4, -2, 0, 5, -5, -1, -2, -6
CCC(CC)C(=O)N1CCN(Cc2nc3ccccc3c(=O)[nH]2)CC1
    ., 1, 4, 1, -8, 2, -5, -1
C[C@@H]1CN([C@@H](C)CO)C(=O)c2cc(NS(C)(=O)=O)ccc2O[C@@H](C)CCCCO[C@@H]1CN(C)C(=O)NC1CCCCC1
    ., 0, 2, 7, ., ., -6, .
COc1cccc(NC(=S)NC2CC(C)CC(C)(C)C2)c1 (centres undefined)
    -0.2, 6, -7, 8, -4, -2, ., 0
COc1cc(NC(=O)C2CC2)c(OC)cc1NC(=O)CCC(=O)NC1CCN(Cc2ccccc2)CC1
    ., ., ., ., -3, -9, -2, 2
CCOCCCNC(=O)C1CCC(CNS(=O)(=O)c2ccc(Cl)cc2)CC1 (centres undefined)
    ., 7, -6, 0, 12, 2, 4, 3
N#Cc1nccnc1N1CCN(C(=O)Nc2ccccc2)CC1
    0.1, ., ., 8, -14, 1, 1, 4
Cc1ccc(S(=O)(=O)Nc2ccc3c(c2)C(=O)N([C@@H](C)CO)C[C@@H](C)[C@@H](CN(C)CC2CC2)OCCCC[C@@H](C)O3)cc1
    0.1, 2&1, 4&7, -11&-7, 29&16, -4&0, 13, 3&3
ClC1(Cl)CC1Cn1cnc2ccccc21 (centres undefined)
    ., 2, 2, -5, 1, -3, -5, 4
CCN(Cc1nc2ccccc2c(=O)[nH]1)C(=O)c1cc2c(s1)CCCCC2
    1.3, 2, -7, 6, -14, -1, ., 6
CC(C)CC(CO)N1CCN(C(=O)c2ccccc2)CCC1=O (centres undefined)
    1.0, -3, 0, -6, -2, -6, -4, -3
CCCCOC(=O)c1ccc(NC(=O)C(=O)NCC2CCCO2)cc1 (centres undefined)
    ., 1, -7, 27, ., ., -3, .
Cc1n[nH]c(=O)c2c(NC(=O)CSc3nc4ccccc4c(=O)n3CCCO)oc(C)c12
    1.7, -1, 5, -1, 0, 1, -8, 1
O=C(C[C@@H]1CC[C@H](NC(=O)c2ccncc2)[C@@H](CO)O1)NCc1ccncn1
    -0.2, ., ., ., -1, -3, ., 0
Oc1ccccc1CNc1cnc2ccccc2c1
    ., 5, -2, 54*, -7, 2, -1, 1
C[C@H](CO)N1C[C@H](C)[C@@H](CN(C)Cc2ccc(C(F)(F)F)cc2)Oc2ccc(NC(=O)CCC(F)(F)F)cc2CC1=O
    0.1, 1, -5, 0, -14, 1, -3, -6
C#CCOCCOCCOCCNc1nc(N2CCN(C(=O)[C@H](CCCCN)n3cc([C@@H](N)[C@H](C)CC)nn3)CC2)nc(N2CCN(C(=O)[C@H](CCCCN)n3cc([C@@H](N)CC(N)=O)nn3)CC2)n1
    -0.2, -1, -20, -2, 54*, -260, 10, -9
N#C[C@@H]1[C@H](c2ccc(C#Cc3ccccc3F)cc2)[C@H](CO)N1C(=O)C1CCCC1
    -0.2, ., ., ., -6, 1, ., -5
COc1ccc(C2CC(c3ccc(Cl)cc3)n3nc(N)nc3N2)cc1 (centres undefined)
    0.1, 1, -2, 3, -14, -1, ., 0
CCCCN(CCCC)Cc1cc(=O)oc2cc(C)c(Cl)cc12
    -0.1, -5, -1, -3, -9, 4, ., 12
CSc1ccccc1NC(=O)CSCc1nc2sc(C)c(C)c2c(=O)[nH]1
    ., 0, 4, -5, -68, 3, 32, -3
COc1ccc(N2CCN(C(=O)CSc3nnc4c5cc(C)ccc5n(C)c4n3)CC2)cc1
    ., -1, -8, 11, ., ., -6, .
COc1ccc(C(=O)CSc2nnc3ccc(-c4ccccn4)nn23)cc1
    1.8, 2, 2, -8, -10, -4, 1, -8
O=C(O)c1cc2cc(F)ccc2[nH]1
    0.2, 5, 8, 0, -17, 3, -2, 4
O=C(/C=C1\SC(=O)N(CC(=O)Nc2ccc(F)cc2)C1=O)Nc1ccc(Cl)cc1
    0.3, ., ., ., -19, 1, -9, 0
CC(C)(C)c1nnc(N/N=C/c2cc(Br)ccc2O)n(N)c1=O
    -0.1, -9, -8, ., ., ., 58*, .
Cc1ccc(-n2nc3c(c2NC(=O)C(C)(C)C)CSC3)c(C)c1
    ., -4, 7, 6, ., ., 1, .
O=C(CCCOc1ccc(Cl)cc1Cl)N1CCN(c2ccccn2)CC1
    ., 4, 3, 1, ., ., 2, .
O=C(N/N=C/c1c[nH]c2ccccc12)c1cc(-c2cccc3ccccc23)n[nH]1
    -0.2, ., ., ., -10, -2, 2, -3
O=C(OCC(=O)c1c[nH]c2ccccc12)c1ccc(Br)o1
    ., ., ., ., -6, 4, -3, -1
CC1(C)Oc2ccc3ccc(=O)oc3c2C[C@H]1O[C@@H]1O[C@H](CO)[C@@H](O)[C@H](O)[C@H]1O
    -0.3, 0, -5, 9, -11, 22, -2, -2
COc1cc(CNC(=O)c2nc(Cn3nc(C)c(Br)c3C)no2)cc(OC)c1
    -1.7, 0, 6, 0, -5, 6, 6, 5
COCc1c(C(=O)Nc2ccc(Cl)cc2F)oc2ccccc12
    2.5, ., ., ., -7, 4, 35, 2
O=C(CCNS(=O)(=O)c1ccccc1C(F)(F)F)NNC(=O)c1csc(N2CCOCC2)n1
    ., -2, -1, ., -11, -3, 1, 0
CSCCC(NC(=O)c1cccc([N+](=O)[O-])c1)c1nc2ccccc2[nH]1 (centres undefined)
    ., 5, 3, ., -18, -1, 30, 1
CCC1Sc2ccc(S(=O)(=O)CCC(=O)Nc3ccc(NC(C)=O)cc3)cc2NC1=O (centres undefined)
    5.3, -3, -19, 2, -20, 13, -1, -1
c1ccc(CCNc2ncnc3ccccc23)cc1
    0.5, ., ., ., -16, ., -6, -3
Cn1c(C(=O)N2CCCC(C(=O)c3ccc(C(F)(F)F)cc3)C2)cc(=O)n(C)c1=O (centres undefined)
    ., -6, -3, 1, -1, 0, -1, -4
COc1ccc(N(C(=O)CNC(=O)c2cccs2)C(C(=O)NCC2CCCO2)c2ccccc2)cc1OC (centres undefined)
    ., ., ., ., -9, 4, -7, 3
CCCN(C)C[C@H]1OCCCC[C@@H](C)Oc2ccc(NC(=O)C3CCCCC3)cc2C(=O)N([C@@H](C)CO)C[C@H]1C
    0.0, 0, 1, -6, 11, 3, 3, 8
COc1ccccc1NS(=O)(=O)c1ccc(O)c(C(N)=O)c1
    ., -4, 7, -4, ., ., -3, .
COc1ccc(CC(=O)NNS(=O)(=O)c2ccc(F)cc2)cc1
    -0.2, 1, 12, 2, -22, -2, 0, 2
O=C(NCc1nnc(SCC(=O)N2CCCCC2)o1)c1ccc(F)cc1
    -0.2, 3, -9, ., 4, -6, -2, 0

Part of the list above, as tab-separated lines:
canonical_smiles	E-sel inducer	PglD DTNB	RAD54 branch	esBAF inh	RAD52 anneal inh	Casp6 inh	ARNT-TACC3 inh	ERp5 inh
CCCN1C(=O)/C(=C/c2ccc(OCc3ccc(C(=O)O)cc3)c(OC)c2)NC1=S	0.8	-17	-9	.	-26	5	.	0
COc1ccc(-c2cn(CCO)c(-c3ccc(Cl)nc3)n2)cc1	0.1	0	9	-5	-8	-5	0	-3
C[C@@H]1CCCCO[C@@H](CN(C)S(=O)(=O)c2cn(C)cn2)[C@@H](C)CN([C@@H](C)CO)C(=O)c2cc(NC(=O)c3ccccc3)ccc2O1	-0.1	1	3	-3	1	0	-11	1
COc1ccc(OC)c(NCc2nnc(-c3ccccc3)o2)c1	.	-1	-2	2	-8	0	3	1
CC(=O)N1c2ccc3ccccc3c2C(C)CC12CCCCC2 (centres undefined)	.	-2	-3	-2	.	.	-4	.
Cc1cccc(NC(=O)NCC(c2ccc(F)cc2)N2CCN(C)CC2)c1 (centres undefined)	1.7	0	-11	6	-5	-7	2	5
C[C@@H]1CN([C@@H](C)CO)C(=O)c2cccc(NS(C)(=O)=O)c2O[C@@H]1CN(C)C(=O)Nc1cccc2ccccc12	-4.0	-1	-7	-7	-4	-1	16	-6
CSc1ccc(CN2CCc3c([nH]c4ccccc34)C2)cc1	1.9	-2	-1	-11	-13	-5	4	5
C[C@H]1CN([C@@H](C)CO)C(=O)c2cccc(NC(=O)CCCCCC(=O)Nc3ccccc3N)c2O[C@@H]1CN(C)Cc1ccc2c(c1)OCO2	-6.1	2	0	8	-7	2	20	8
CCc1nnc(NC(=O)CCc2c[nH]c3ccccc23)s1	0.1	-3	-7	2	-16	2	0	3
Cc1ccc(S(=O)(=O)N2CCC(C(=O)NC3CC(C)(C)NC(C)(C)C3)CC2)cc1C	0.1	-4	-7	-2	14	1	-8	4
COc1ccccc1-c1nc(C#N)c(N2CCN(c3cccc(Cl)c3)CC2)o1	.	4	3	2	-17	1	17	2
O=C1CCC/C(=N\NC(=O)c2ccc(COc3ccccc3-c3ccccc3)cc2)C1	8.4	-6	-5	-15	-16	2	0	3
COc1ccc(CCNC(=O)CCC(=O)Nc2ccc3nc(N4CCN(C)CC4)cc(C)c3c2)cc1OC	.	0	4	-2	-6	-6	-10	5
